# High-throughput results: PubChem, several laboratories
# NS5 inhibitors – Dengue-2 NS5 methyltransferase inhibitors, primary screen, biochemical, confirmation dose response (AID 588689); one-dose inhibition, % at 25 µM; IC50 in µM for titrated hits; Genome polyprotein (Dengue virus type 2 (strain 16681-PDK53)); 340,000 tested, 0.3% active; Dengue-2 NS5 methyltransferase capping enzyme assay, biochemical; higher % means a stronger effect; in the data active = a potency from the dose series; inconclusive = inhibition above about 29% without an active follow-up result
# T cell modulator – modulators of CD8 T cell-vesicle binding, primary screen, mouse 2C CD8+ T cells, flow cytometry | 2C CD8+ T cell-vesicle binding; active compounds read low | calls only at 7 µM | 330,000 tested, 0.068% active | AID 2052, 2009;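 active = response, share of CD8 T cells binding vesicles, and their 90th percentile fluorescence all below set limits, cut at about 80% in these data, passing the limit was not always enough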
#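 Also added: QL9-peptide-loaded Drosophila micro-vesicles bearing Ld, ICAM-1 and B7-1; Test system: purified 2C TCR transgenic mouse naive CD8+ T cells; Measured by: cytometric PE anti-B7-1 and Alexa647 anti-CD8 signals after 1% paraformaldehyde fixation; Timing: binding step 1.5 h, 37 °C, antibody labelling 20 min, ice.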
# Salmonella PhoP GFP – inhibitors of PhoP regulon expression, primary screen, Salmonella Typhimurium, GFP reporter (AID 1863); S. Typhimurium PhoP-regulated promoter GFP reporter, 4 h; higher % means a stronger effect; one-dose inhibition, % at 50 µM; IC50 in µM for titrated hits; 300,000 tested, 0.16% active;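 active = inhibition over 29.93%, a cutoff 3 SD above the screen mean, later confirmed by dose response; inconclusive = inhibition over 29.93% but no dose response follow-up; inactive = inhibition at most 29.93% or unconfirmed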;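 also: 0% = low Mg2+ inducing control and 100% = high Mg2+ repressing control; strong numbers were not always called active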
# RSV antiviral HEp-2 – RSV antiviral activity via CPE protection, HEp-2 cells, primary 10 µM value included (AID 2391); HEp-2 cells, RSV-induced CPE inhibition; higher % means a stronger effect; CPE inhibition, % at 10 µM, or IC50 in µM where a hit was titrated; 310,000 tested, 0.13% active; in the data active = a potency from the dose series; inconclusive = CPE inhibition mostly from about 23% at the one dose, without a potency; inactive = the rest, 99 in 100 with CPE inhibition below about 21%; also: strong numbers were not always called active
# NTR1 ag – agonists of NTR1, primary screen, imaging, U2OS cells, beta-arrestin-GFP, high content (AID 493036); 330,000 tested, 0.17% active; activation, % at 20 µM; NTR1-U2OS beta-arrestin-GFP spot imaging, agonist mode; Neurotensin receptor type 1 (Homo sapiens), P30989;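 active = activation at or above 40% of the spot to cytoplasm intensity ratio, with at least 20 cells analyzed; inconclusive = wells under 20 cells, flagged as cytotoxic or low count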;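 also: 0% = DMSO without peptide and 100% = 100 nM NTR1 peptide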
# Target sequence (P30989 whole entry, looked up): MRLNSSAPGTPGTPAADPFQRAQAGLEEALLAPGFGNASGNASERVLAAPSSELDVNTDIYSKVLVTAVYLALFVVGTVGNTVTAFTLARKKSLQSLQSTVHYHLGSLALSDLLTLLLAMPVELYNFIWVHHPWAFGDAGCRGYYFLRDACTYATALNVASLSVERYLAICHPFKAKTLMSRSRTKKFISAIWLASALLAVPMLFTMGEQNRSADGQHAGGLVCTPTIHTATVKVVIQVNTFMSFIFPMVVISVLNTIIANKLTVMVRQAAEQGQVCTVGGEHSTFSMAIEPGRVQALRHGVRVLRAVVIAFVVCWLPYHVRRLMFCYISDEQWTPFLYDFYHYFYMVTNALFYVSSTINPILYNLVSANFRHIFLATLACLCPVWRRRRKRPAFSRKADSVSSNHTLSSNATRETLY
# K1F lysis inhibition – inhibition of K1F phage lysis, E. coli UTI89, bacterial capsule biogenesis inhibitors, alamar blue (AID 488966); E. coli UTI89 K1F phage lysis, alamar blue, 2 h; higher % means a stronger effect; inhibition, % at 100 µM, or IC50 in µM where a hit was titrated; 340,000 tested, 0.02% active;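 active = phage lysis inhibition, versus mean bacterial control, above a set limit; inconclusive = no clear call, values can overlap the other calls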;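 also: capsule biogenesis inhibitors block K1F phage lysis so surviving cells raise fluorescence; higher fluorescence means more inhibition of phage lysis; actives were called in the ten point dose series up to 300 µM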
# MgcRacGAP inhibition – MgcRacGAP GTPase-activating activity inhibitors, confirmation, biochemical, ADP Hunter fluorescence. Rac GTPase-activating protein 1 (Homo sapiens). MgcRacGAP-stimulated Rac1 GTP hydrolysis, ADP Hunter fluorescence; higher % means a stronger effect; GST-tagged Rac1 F28L mutant substrate. inhibition, % at 30 µM, or IC50 in µM where a hit was titrated. 340,000 tested, 0.6% active. AID 624330, 2012;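 active = first-screen hits whose inhibition reached a set limit at any dose in the follow-up dose series; inconclusive = inhibition above the set first-screen limit but never retested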;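 also: fluorescence reports GDP produced by GAP-driven GTP hydrolysis; strong numbers were not always called active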
# West Nile antiviral – West Nile virus antiviral activity, cell-based, CPE readout (AID 1621); 290,000 tested, 0.02% active; West Nile virus-infected cells, CPE inhibition; higher % means a stronger effect; one-dose CPE inhibition, % at 10 µM; IC50 in µM for titrated hits; in the data active = a potency from the dose series; inconclusive = CPE inhibition mostly from about 3.7% at the one dose, without a potency; inactive = the rest, 99 in 100 with CPE inhibition below about 2.2%; also: strong numbers were not always called active
# SV40 large T antigen – SV40 large T antigen inhibitors, biochemical (AID 1903). one-dose inhibition, % at 20 µM; IC50 in µM for titrated hits. SV40 large T antigen ATPase/helicase inhibition assay; higher % means a stronger effect. 310,000 tested, 0.39% active; in the data active = a potency from the dose series; inconclusive = inhibition mostly from about 32% at the one dose, without a potency; inactive = the rest, 99 in 100 with inhibition below about 32%; also: strong numbers were not always called active
# T cell modulator vesicle-bound % – also measured in T cell modulator; calls as there; double positive events, %; measured here: CD8+ vesicle-bound cell fraction;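 binding gate set so that unloaded-vesicle control wells show 10% double positive cells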
# NTR1 ag cell count 20 µM – recorded beside NTR1 ag, whose call it bears; cell count; measured here: cell count, cytotoxicity flag
# NS5 inhibitors pilot replicate – also measured in NS5 inhibitors; calls as there; inhibition, %; measured here: pilot screen replicate inhibition
# An asterisk follows results filed as active; i = inactive; u = inconclusive; x = not tested or not shown; [ ] = dose if it differs, or a comment.
SMILES,NS5 inhibitors,T cell modulator,T cell modulator vesicle-bound %,Salmonella PhoP GFP,RSV antiviral HEp-2,NTR1 ag,NTR1 ag cell count 20 µM,K1F lysis inhibition,MgcRacGAP inhibition,West Nile antiviral,SV40 large T antigen,others
Cc1nn(Cc2ccccc2)c(C)c1NC(=O)CSc1nc(-c2ccccc2)nc2c1cnn2-c1ccccc1,-4.8%,x,x,16.3%,x,x,x,1.2%,6.5%,x,19.3%,
CCN1C(=O)[C@H]2[C@H]3CN=C(SCc4ccc(C#N)cc4)N3[C@@](CC)(C(=O)OC)[C@H]2C1=O,0.0%,x,x,x,x,0.0,60,0.7%,13.6%,x,x,NS5 inhibitors pilot replicate=1.2
COc1ccc(COC(=O)C2=C(C)NC(=O)NC2c2ccccc2OC(C)C)cc1 (stereo not given),6.2%,i,68.2,10.8%,2.5%,3.1,52,-0.5%,4.1%,-0.7%,2.2%,
COc1cccc(NC(=O)CN(C)C(=O)CCN2C(=O)C3CC=CCC3C2=O)c1 (stereo not given),-7.2%,x,x,x,x,-1.4,60,0.6%[50 µM],3.0%,x,x,
Brc1ccc(-c2n(-c3ccccn3)c3ccccc3[n+]2-c2ccccn2)cc1,4.7%,i,20.9,-0.3%,-0.4%,5.2,43,-0.1%,13.7%,0.7%,57.6%,
COc1cccc(-c2cccc(NC(=O)C3CCN(Cc4cnn(C)c4)CC3)c2)c1,-1.3%,i,19.2,4.9%,-0.8%,-0.1,54,2.0%,2.8%,0.1%,0.2%,
COc1ccc(CN2C(=O)C(C)=C(C)C2OC)cc1 (stereo not given),-0.7%,i,34.7,-2.0%,0.2%,-0.6,52,0.2%,-0.2%,-0.1%,2.2%,NS5 inhibitors pilot replicate=-1.8
Cc1ccc2nc3sc(C(=O)N4CCOCC4)c(N)c3cc2c1,-5.7%,i,10.7,-4.1%,1.4%,16.6,71,-0.1%,9.0%,0.5%,11.0%,
O=C(Nc1nncs1)c1ccccc1Br,7.5%,i,25.2,6.3%,1.1%,-0.7,63,-0.1%,-2.2%,0.0%,-2.5%,
O=C(CCC(=O)c1ccccc1)Nc1ccccc1OC(F)F,-3.3%,i,48.7,3.2%,2.3%,-0.6,90,0.1%,8.5%,-0.3%,7.2%,
CCC(C)Sc1nnc(CNS(=O)(=O)c2ccc(F)cc2)n1C (stereo not given),0.0%,i,12.4,-6.1%,1.0%,0.3,49,1.7%[50 µM],-0.7%,-0.2%,2.6%,
O=C1CC(N2CCN(c3ccc(C(=O)c4ccc(F)cc4)cc3)CC2)C(=O)N1 (stereo not given),-2.1%,i,23.1,-1.3%,8.6%,1.6,74,4.0%,-2.7%,0.4%,3.8%,

# Structural class, those above with an aryl methoxy group (4)
SMILES,NS5 inhibitors,T cell modulator,T cell modulator vesicle-bound %,Salmonella PhoP GFP,RSV antiviral HEp-2,NTR1 ag,NTR1 ag cell count 20 µM,K1F lysis inhibition,MgcRacGAP inhibition,West Nile antiviral,SV40 large T antigen,others
COc1ccc(COC(=O)C2=C(C)NC(=O)NC2c2ccccc2OC(C)C)cc1 (stereo not given),6.2%,i,68.2,10.8%,2.5%,3.1,52,-0.5%,4.1%,-0.7%,2.2%,
COc1cccc(NC(=O)CN(C)C(=O)CCN2C(=O)C3CC=CCC3C2=O)c1 (stereo not given),-7.2%,x,x,x,x,-1.4,60,0.6%[50 µM],3.0%,x,x,
COc1cccc(-c2cccc(NC(=O)C3CCN(Cc4cnn(C)c4)CC3)c2)c1,-1.3%,i,19.2,4.9%,-0.8%,-0.1,54,2.0%,2.8%,0.1%,0.2%,
COc1ccc(CN2C(=O)C(C)=C(C)C2OC)cc1 (stereo not given),-0.7%,i,34.7,-2.0%,0.2%,-0.6,52,0.2%,-0.2%,-0.1%,2.2%,NS5 inhibitors pilot replicate=-1.8

# Next entries follow:
SMILES,NS5 inhibitors,T cell modulator,T cell modulator vesicle-bound %,Salmonella PhoP GFP,RSV antiviral HEp-2,NTR1 ag,NTR1 ag cell count 20 µM,K1F lysis inhibition,MgcRacGAP inhibition,West Nile antiviral,SV40 large T antigen,others
COc1ccc2[nH]c(=O)c(CN(Cc3cccs3)Cc3nnnn3Cc3ccccc3)cc2c1,2.6%,i,6.2,5.2%,-0.3%,4.9,83,0.0%,6.3%,-0.4%,15.7%,
O=C(COC(=O)c1c2c(nc3ccccc13)/C(=C/c1ccco1)CC2)NC1CCCC1,21.1%,x,x,-4.8%,x,x,x,5.9%,37.2%,-0.5%,37.2%,
CCn1ncc([N+](=O)[O-])c1C(=O)n1nc(C)cc1C,-0.4%,i,55.8,-0.1%,2.2%,-2.4,64,2.7%,-2.7%,-0.2%,18.1%,
COc1ccccc1C(=O)NCCC(=O)N1CCCCC1,-7.9%,i,69.4,-3.3%,1.1%,-0.8,67,1.9%[50 µM],10.8%,0.1%,9.2%,
COc1ccc(C2C3=C(N=C4SCC(=O)N42)c2ccccc2CC3)cc1 (stereo not given),0.5%,i,57.1,-7.2%,11.9%,4.1,53,-0.3%,6.8%,-0.2%,53.8%,
CCOC(=O)N1CCN(C(=S)NC)CC1,3.2%,x,x,0.8%,2.2%,0.1,59,1.8%,8.6%,-0.1%,-10.0%,
CC(=O)N1CCN(Cc2ccc(Br)s2)CC1,-12.3%,i,39.9,21.4%,0.9%,-2.3,48,-10.6%,8.5%,-0.6%,9.0%,
O=C(CCC(=O)c1cccs1)OCC(=O)N1CCN(S(=O)(=O)c2ccccc2)CC1,-7.2%,i,26.9,47.8%,1.1%,-0.4,65,0.0%,3.6%,0.2%,7.1%,
O=C(COc1ccccc1Cl)NCCCNC(=O)c1ccccn1,-7.5%,i,30.6,0.0%,1.4%,3.6,63,0.3%,7.1%,-0.3%,7.0%,
CCc1ccc2[nH]c(=O)c(CN(Cc3ccccc3)C(=O)Nc3ccccc3OC)cc2c1,-2.0%,i,27.9,32.1%,12.9%,5.0,61,1.1%,4.4%,1.6%,3.3%,
Nc1ncnc(Nc2ccc(F)cc2)n1,2.0%,i,3.3,-0.5%,0.5%,-0.2,46,1.0%[50 µM],5.0%,0.9%,18.6%,
CC(C)(C)NC(=O)C(c1cccs1)N(C(=O)c1csnn1)c1ccccc1F (stereo not given),-12.7%,i,40.0,1.8%,-2.0%,0.9,36,-1.3%,0.8%,-0.3%,0.0%,
COc1ccc(N2CCN(S(=O)(=O)c3cn(C)c(=O)n(C)c3=O)CC2)cc1,-3.9%,i,37.9,-10.1%,0.0%,1.9,45,-0.2%[50 µM],1.2%,-0.2%,14.0%,
CC1CCCCN1S(=O)(=O)c1ccc(C(=O)Nc2ccccc2-c2nc3ccccc3[nH]2)cc1 (stereo not given),0.7%,i,4.9,2.2%,u,12.7,75,0.5%,4.0%,-0.3%,-8.3%,
O=C(NCCS(=O)(=O)N1CCN(c2ccc(F)cc2)CC1)c1ccc(Br)o1,-11.8%,i,8.7,-4.2%,1.0%,-0.9,59,-0.2%,-11.0%,-0.3%,7.4%,
CN(C)N=Nc1nc2c([nH]1)c(=O)n(C)c(=O)n2C,-7.8%,i,3.6,-6.0%,2.0%,1.3,45,-0.3%,-7.2%,0.1%,3.1%,
Cc1nnc2ccc(-c3ccc(NS(=O)(=O)c4ccccc4)cc3)nn12,-11.6%,x,x,x,x,1.1,51,1.0%[50 µM],5.3%,x,x,
Cc1ccc(-n2ncc3ccccc3c2=O)cc1Cl,-5.5%,i,14.3,2.0%,0.7%,0.1,45,-0.1%,5.5%,-0.2%,3.5%,
OC1CCN(Cc2ccc3ccccc3c2)CC1,-0.4%,i,57.3,1.8%,1.1%,0.8,52,1.9%,u,-1.1%,14.5%,
CCCCC(=O)N/N=C/c1ccc(N2CCOCC2)c([N+](=O)[O-])c1,5.1%,i,36.1,6.2%,0.0%,x,x,8.3%,9.7%,-0.3%,11.1%,
Cn1c(CC(=O)Nc2ccccc2F)nnc1SCC(=O)N1CCOCC1,0.6%,i,16.4,-1.8%,0.8%,0.0,76,0.1%,5.6%,0.2%,11.0%,
O=C(CCS(=O)(=O)c1ccc(Br)cc1)NC1CCCCCC1,0.9%,i,36.7,8.1%,-0.7%,-0.4,61,0.6%,8.7%,0.1%,20.1%,
O=C(c1ccc(CS(=O)Cc2ccc(Cl)cc2)o1)N1CCN(c2cccc(Cl)c2)CC1 (stereo not given),1.0%,i,38.9,-3.1%,20.1%,3.7,68,0.0%,6.0%,-0.7%,11.5%,
COc1ccc(OC)c2[nH]c(=O)c(CCNC(=O)C3CCCCC3)cc12,0.0%,i,51.4,-5.1%,3.1%,0.3,65,-0.2%[50 µM],2.0%,-0.1%,26.1%,
O=C(O)c1ccccc1-c1ccccc1C(=O)Nc1cccc2ccccc12,-4.0%,i,6.5,13.6%,1.0%,-2.1,96,0.2%,7.2%,0.1%,2.4%,
O=C(CCC(=O)Nc1ccccc1Cl)NN=C1CCCC1,-4.0%,i,14.9,-1.3%,0.6%,-0.4,50,0.0%,3.6%,0.2%,13.7%,
O=C(c1ccc(Cn2c(=S)[nH]c3ccc(Br)cc3c2=O)cc1)N1CCN(C2CCCCC2)CC1,-8.9%,i,20.3,-2.9%,15.3%,6.9,56,1.7%,9.6%,-1.2%,13.6%,
CCCCCCn1c(C(C)NC(=O)c2ccco2)nc2ccccc21 (stereo not given),-2.0%,i,45.7,-0.8%,2.5%,6.7,55,0.0%,4.3%,0.1%,-7.6%,
Cc1ccccc1CN(C)C(=O)COC(=O)c1ccc2[nH]c(C)c(C)c2c1,0.8%,i,54.0,x,x,2.7,57,-1.3%,3.8%,x,x,
